APJ agonist = agonists of human APJ apelin receptor | P35414 | CHO-K1 APJ PathHunter beta-arrestin, luminescence; 0% DMSO wells, 100% apelin | activation, % at 20 µM | hit rate 0.11% among 330,000 | AID 2520;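 active means activation more than six SD over the plate average, tested at 20 µM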;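 further: 0% = DMSO alone and 100% = apelin-13 at 10 nM; some results filed as inactive read as strong as hits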
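Test system – PathHunter CHO-K1 APJ (AGTRL-1) beta-arrestin reporter cells · Input – 1000 cells/well · Compound – single test compound dose, 20 µM final, 1% DMSO · Times – compound stimulation 90 min at 25 °C, detection 60 min · Technique – beta-gal luminescence · Read-out basis – APJ–arrestin association signal · Control set – negative DMSO alone, positive Apelin-13 at 10 nM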
NALP3 yeast inh = blocks the NALP3 inflammasome reconstituted in yeast; inhibition, % at 10 µM; hit rate 0.39% among 330,000; Yeast reconstituted NLRP3/ASC/caspase-1, beta-gal luminescence, 24 h; AID 2825;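 active means inhibition of 50% or more; inactive means inhibition below 50%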;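 further: plate controls were induced DMSO wells for no effect and uninduced yeast grown without galactose for full effect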
Mdm2 MdmX PPI = human Mdm2/MdmX binding inhibition. SaOS-2 split-luciferase Mdm2/MdmX complementation, luminescence. hit rate 3% among 330,000. inhibition, % at 8 µM;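 active means inhibition of at least 50% at 8 µM in the primary screen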
Target sequence (O15151 whole entry, looked up): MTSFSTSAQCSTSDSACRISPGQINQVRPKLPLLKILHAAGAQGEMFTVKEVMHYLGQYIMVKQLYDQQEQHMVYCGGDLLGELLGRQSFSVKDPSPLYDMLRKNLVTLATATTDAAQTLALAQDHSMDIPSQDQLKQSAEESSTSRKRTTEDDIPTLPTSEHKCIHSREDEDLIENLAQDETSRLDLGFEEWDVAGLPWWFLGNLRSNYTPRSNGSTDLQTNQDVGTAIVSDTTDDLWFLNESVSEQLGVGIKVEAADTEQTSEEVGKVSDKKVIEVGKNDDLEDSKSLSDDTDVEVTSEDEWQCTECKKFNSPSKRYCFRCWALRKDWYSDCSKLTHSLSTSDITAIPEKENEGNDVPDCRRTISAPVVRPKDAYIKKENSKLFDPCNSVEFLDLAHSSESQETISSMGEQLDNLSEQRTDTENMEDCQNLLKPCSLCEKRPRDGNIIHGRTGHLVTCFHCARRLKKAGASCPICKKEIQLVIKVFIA
Target sequence (Q00987 whole entry, looked up): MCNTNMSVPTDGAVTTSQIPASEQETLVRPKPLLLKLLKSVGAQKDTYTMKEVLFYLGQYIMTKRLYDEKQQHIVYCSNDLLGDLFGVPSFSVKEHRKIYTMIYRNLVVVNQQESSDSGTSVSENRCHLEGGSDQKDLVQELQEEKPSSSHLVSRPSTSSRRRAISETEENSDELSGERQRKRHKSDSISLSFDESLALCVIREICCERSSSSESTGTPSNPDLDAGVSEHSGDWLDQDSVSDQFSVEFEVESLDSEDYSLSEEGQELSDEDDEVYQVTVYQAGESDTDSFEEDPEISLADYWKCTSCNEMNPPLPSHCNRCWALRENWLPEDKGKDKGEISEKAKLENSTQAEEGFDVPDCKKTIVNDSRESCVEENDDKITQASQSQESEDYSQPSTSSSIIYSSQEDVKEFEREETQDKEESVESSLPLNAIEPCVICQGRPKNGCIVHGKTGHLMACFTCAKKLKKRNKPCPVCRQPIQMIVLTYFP
UPR XBP1 act = adaptive UPR (XBP1) activation | CHO-XBP1 luciferase reporter, IRE1-XBP1 UPR activation, luminescence; percent of tunicamycin response, DMSO as zero | activation, % at 20 µM | hit rate 0.33% among 330,000;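 active means versus positive control, 20 µM dose yields 30% or more activation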;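 further: 100% = tunicamycin at 10 µg/mL and 0% = DMSO only wells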
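Assay system: IRE1-XBP1 luciferase reporter CHO line. Input: 1000 cells/well. Buffer or medium: F12 with 10% serum. Doses: 20 µM, 1% DMSO. Times: overnight seeding at 37 °C, 6 h compound treatment at 37 °C. Technique: Steady-Glo luciferase glow luminescence, 10 min after reagent addition.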
tim10-1 inh = tim10-1 yeast growth inhibition; S. cerevisiae tim10-1 ts strain growth, BacTiter-Glo, 24 h; inhibition, % at 20 µM; hit rate 2.2% among 330,000; AID 463190;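 active means inhibition of at least 40%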;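 further: mutant grown at 25 °C; 0% = DMSO wells with yeast and 100% = wells holding no yeast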
NR3A LBD binder = NR3A (human) ligand-binding domain modulation; NR3A LBD differential scanning fluorimetry, Tm shift; 0% = protein alone, 100% = glycine-bound protein; Tm shift relative to glycine control, % at 25 µM; hit rate 2.5% among 340,000; AID 1259313;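 active means melting temperature shift of at least 10% of the positive control shift, at one fixed dose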
UPR CHOP act = apoptotic UPR (CHOP) activation. CHO-CHOP luciferase reporter, luminescence; percent of tunicamycin response over DMSO baseline. activation, % at 10 µM. hit rate 0.34% among 330,000;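 active means at 10 µM dose, activation of 40% or more, normalized to positive control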;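 further: 100% = tunicamycin at 10 µg/mL and 0% = DMSO alone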
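System: CHO CHOP reporter cells. Amount: 500 cells per well. Buffer or medium: F12 medium, 10% FBS. Compound dosing: one dose, 10 µM in 0.5% DMSO. Incubation: 6 h compound exposure at 37 °C after overnight seeding. Technique: Steady-Glo luciferase luminescence. Benchmarks: tunicamycin and DMSO controls.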
TIM10 inh = TIM10 yeast growth inhibition | S. cerevisiae TIM10 strain growth, BacTiter-Glo luminescence, 24 h | AID 463195 | inhibition, % at 10 µM | hit rate 1.4% among 330,000;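 active means inhibition of 40% or more at the single tested concentration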;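 further: wild-type TIM10 isogenic control strain grown at permissive 25 °C; 0% = DMSO yeast wells and 100% = minimal medium wells without yeast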
tim23-1 inh = inhibits growth of tim23-1 mutant yeast. hit rate 1.3% among 330,000. S. cerevisiae tim23-1 growth, BacTiter-Glo luminescence, 24 h. inhibition, % at 20 µM;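 active means growth inhibition of the mutant yeast at or above 50%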;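 further: temperature-sensitive mutant grown at 25 °C; plate controls were DMSO-treated mutant yeast for no effect and medium wells lacking yeast for full effect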
* hit, by the source's call; nt = no result given.

SMILES	APJ agonist	NALP3 yeast inh	Mdm2 MdmX PPI	UPR XBP1 act	tim10-1 inh	NR3A LBD binder	UPR CHOP act	TIM10 inh	tim23-1 inh
CC(C)C(=O)Nc1cccc(NC(=O)CCN2C(=O)c3ccccc3S2(=O)=O)c1	2	10	-16	-4	22	-1	-0.6	-2	11
Cc1cc(C(=O)OC(C(=O)Nc2cccc(C(F)(F)F)c2)c2ccccc2)c(C)o1 (centres undefined)	0	-18	14	-2	33	13*	1.0	16	14
COc1ccccc1N1CCN(S(=O)(=O)CCNC(=O)c2ccccc2Br)CC1	1	15	-39	-8	2	1	-1.2	5	22
COc1ccc(C(=O)N2CCCc3ccccc32)cc1Br	-5	23	11	2	1	0	4.2	4	26
Cc1ccc(N(CC(=O)NC2CC3CCC2C3)S(C)(=O)=O)cc1C (centres undefined)	4	-1	-1	0	19	-1	-0.5	16	18
CCCN(C(=O)CSc1nc(C2CC2)n(-c2ccccc2)n1)C1CCS(=O)(=O)C1 (centres undefined)	-4	15	15	7	13	-3	-0.5	-4	14
CC(C)(C)c1ccc(-c2nnc(SCC(=O)NC3CC3)o2)cc1	-1	-3	-61	-1	15	-1	0.8	9	30
Cc1cccc(NC(=O)/C=C/c2ccc(Cl)cc2)n1	5	-1	-140	2	30	-2	2.1	19	40
COC(=O)c1cccc(NC(=O)C23CC4CC(C2)CC(n2cncn2)(C4)C3)c1	-4	8	-10	2	16	-2	2.5	-1	3
COc1ccc(NC(=O)N(C)C[C@H]2Oc3c(NC(=O)Nc4ccc(C(F)(F)F)cc4)cccc3C(=O)N([C@H](C)CO)C[C@@H]2C)cc1	3	8	60*	4	13	16*	6.4	19	26
COc1ccc(Br)cc1/C=N/NC(=O)c1cc(Br)ccc1O	-3	11	21	0	-24	nt	-0.7	-11	-12
Oc1ccccc1CNc1cccc2cccnc12	10	14	10	6	10	-5	4.4	28	7
COc1cccc(C2(O)C(=O)Nc3ccccc32)c1 (centres undefined)	-3	2	3	-4	23	-7	-1.0	-22	1
O=C(CSc1nnc(-c2cccs2)n1C1CC1)NCC1CCCO1 (centres undefined)	-1	10	16	0	-8	3	-0.4	3	1
Cc1ccc(-n2c3c(cc(C(=O)NCCCN4CCOCC4)c2=O)C(=O)CC(C)(C)C3)cc1	-4	-5	-10	-1	21	-1	2.0	19	26
Cc1cc(C)cc(-n2c(SCC(=O)Nc3cccc(S(=O)(=O)NC4=NCCCCC4)c3)nc3ccccc3c2=O)c1	-1	13	25	-1	22	-2	-2.2	11	-2
COc1cc(S(=O)(=O)NCC2CCCO2)c(OC)cc1Cl (centres undefined)	-1	2	-20	1	8	0	-0.2	0	14
O=C(CCOc1ccccc1)Nc1ccc(Br)cc1	-1	36	-52	-2	-14	-2	2.9	-12	5
O=C(NCc1ccco1)C(c1ccccc1F)N(CC1CCCO1)C(=O)Cn1nnc2ccccc21 (centres undefined)	-3	0	-23	0	9	-2	0.0	4	17
COc1cccc(-c2nc(NCc3ccco3)c3ccccc3n2)c1O	3	12	14	4	17	-2	0.0	11	-19
COc1ccc([C@H]2CC(=O)C=C(c3ccc(C)c([N+](=O)[O-])c3)C2)cc1	-1	28	-24	-2	18	2	1.9	-6	35
Cc1n[nH]c(=O)c2c1nnn2Cc1ccc(F)cc1	-4	2	-5	-4	14	2	0.4	-3	-1
CC1CC(C)CN(C(=O)CSCC(=O)O)C1 (centres undefined)	-2	9	18	-3	-1	0	-1.9	-15	8
CCN(CC)CCCNC(=S)Nc1ccc(Br)cc1	-1	29	-21	-1	-2	1	-1.0	-9	9
O=C(OCN1C(=O)c2ccccc2C1=O)c1cccc(S(=O)(=O)N2CCOCC2)c1	0	14	24	-2	7	5	2.5	10	16

(continued)
SMILES	APJ agonist	NALP3 yeast inh	Mdm2 MdmX PPI	UPR XBP1 act	tim10-1 inh	NR3A LBD binder	UPR CHOP act	TIM10 inh	tim23-1 inh
COC(=O)C(C)(C(=O)OC)c1ccc([N+](=O)[O-])cn1	0	11	28	2	8	3	1.3	-6	4
O=C(NCc1ccc(Cl)cc1)c1ccc(Cl)cc1[N+](=O)[O-]	-1	7	-3	0	12	2	-0.4	-13	2
N#CC1(NC(=O)CSc2nnc(-c3ccccc3F)n2N)CCCCC1	-1	14	-13	-1	-16	1	2.2	0	-1
CSc1ccccc1NC(=O)Cn1ccsc1=N	1	17	-10	0	-12	1	0.7	-14	4
S=C(NCc1ccccc1)N1CCCCC1	0	-16	-25	-5	5	-3	1.4	10	-4
CCCCNS(=O)(=O)c1ccc2nc(-c3cccnc3)cc(C(=O)NC3CC3)c2c1	-4	18	15	-1	2	-1	-0.9	-15	-2
Cc1ccc(-n2cccc2/C=N/n2cnnc2)cc1Cl	1	8	-11	-3	32	-15	-0.7	29	11
C=CCOc1ccc(Br)cc1CNCCCN1CCOCC1	0	1	20	-1	-51	5	0.4	-68	-29
Cc1nc2cc(N3CCCCC3)c(NC(=O)c3ccncc3)cc2c(=O)n1Cc1ccc(Cl)cc1	1	13	89*	9	22	nt	22	-8	-7
O=C(Nc1nnc(SCc2ccccc2Cl)s1)C1COc2ccccc2O1 (centres undefined)	-2	17	29	-2	36	7	-1.2	32	38
N#C/C(=C\c1ccc(Cl)cc1)C(=O)Nc1cccnc1	5	7	16	-2	20	3	0.3	9	65*
CCN(Cc1nc2ccccc2c(=O)[nH]1)C(=O)C1CC(=O)N(c2cccc3ccccc23)C1 (centres undefined)	-1	16	8	-1	9	0	-0.6	7	18
CC(OC(=O)/C=C/c1ccccc1)C(=O)Nc1ccc(C(N)=O)cc1 (centres undefined)	-3	7	-1	6	0	2	1.2	11	6
CCCOc1ccc(C2/C(=C(/O)c3ccc(F)cc3)C(=O)C(=O)N2CCCN(C)C)cc1 (centres undefined)	3	0	4	-3	1	-1	-0.6	11	10
N#Cc1c(N)nc(SCc2ccccn2)c(C#N)c1-c1cccs1	5	-3	22	3	27	-10	-0.2	21	13
CSc1ccccc1NC(=O)COc1ccccc1C	-2	21	7	4	-13	0	1.5	-29	0
O=C(Cc1cccs1)N1CCCC(c2nc3c(nnn3Cc3cccc(Cl)c3)c(=O)[nH]2)C1 (centres undefined)	-1	6	20	0	10	-3	0.5	14	-3
CC(C)=CCc1c(O)c(CC=C(C)C)c2occ(-c3ccc(O)cc3)c(=O)c2c1O	-4	16	46	2	13	31*	3.1	-6	18
CN(C)S(=O)(=O)c1ccc(Cl)c(NC(=O)COc2ccccc2[N+](=O)[O-])c1	-2	-10	2	-1	18	13*	3.9	9	6
CCN(Cc1ccccc1)C(=O)C1CCN(C/C(C)=C/c2ccccc2)CC1	-4	-4	13	-1	18	-3	-0.7	4	4
Cc1ccc(S(=O)(=O)N2CCC(C(=O)N/N=C/c3ccncc3)CC2)cc1	-2	18	27	0	5	1	1.0	19	15
CC(C)CNC(=O)c1ccc(Cl)c(N)c1	-5	5	8	-2	3	nt	0.4	2	-2
COc1ccc(N2CCN(S(=O)(=O)c3cnc[nH]3)CC2)cc1	-4	0	26	-3	3	-2	-0.8	-19	16
CCCNC(=O)Cn1cnc2sc(C(=O)N3CCN(Cc4ccc5c(c4)OCO5)CC3)c(C)c2c1=O	-5	9	21	1	12	-1	-0.4	16	6
CC(C)C[C@H](NC(=O)c1nc[nH]c1C(=O)N1CCc2ccccc2C1)C(=O)OCc1ccccc1	-2	5	8	-5	27	-16	-1.4	27	28

Reprinted from the entries so far for reference:
SMILES	APJ agonist	NALP3 yeast inh	Mdm2 MdmX PPI	UPR XBP1 act	tim10-1 inh	NR3A LBD binder	UPR CHOP act	TIM10 inh	tim23-1 inh
CC(OC(=O)/C=C/c1ccccc1)C(=O)Nc1ccc(C(N)=O)cc1 (centres undefined)	-3	7	-1	6	0	2	1.2	11	6
CCCOc1ccc(C2/C(=C(/O)c3ccc(F)cc3)C(=O)C(=O)N2CCCN(C)C)cc1 (centres undefined)	3	0	4	-3	1	-1	-0.6	11	10
N#Cc1c(N)nc(SCc2ccccn2)c(C#N)c1-c1cccs1	5	-3	22	3	27	-10	-0.2	21	13
CSc1ccccc1NC(=O)COc1ccccc1C	-2	21	7	4	-13	0	1.5	-29	0
O=C(Cc1cccs1)N1CCCC(c2nc3c(nnn3Cc3cccc(Cl)c3)c(=O)[nH]2)C1 (centres undefined)	-1	6	20	0	10	-3	0.5	14	-3
CC(C)=CCc1c(O)c(CC=C(C)C)c2occ(-c3ccc(O)cc3)c(=O)c2c1O	-4	16	46	2	13	31*	3.1	-6	18

Continuation:
SMILES	APJ agonist	NALP3 yeast inh	Mdm2 MdmX PPI	UPR XBP1 act	tim10-1 inh	NR3A LBD binder	UPR CHOP act	TIM10 inh	tim23-1 inh
CC1(C)CC(=O)C=C(c2cccc3c2sc2ccccc23)C1	-1	31	-39	3	21	-13	5.4	1	32
O=C(COC(=O)c1cccnc1Cl)NC12CC3CC(CC(C3)C1)C2	-3	17	8	0	2	-3	-0.8	-3	27
O=C(c1cc2ccccc2o1)N1CCN=C1SCc1cccnc1	-4	21	21	-2	10	0	3.5	1	-10
O=C(CC1CCCC1)N1CCCC(Nc2cccc(F)c2)C1 (centres undefined)	1	11	-1	-1	18	1	3.0	10	21
CCCCOCCCNC(=O)N[C@H](C(=O)OC)C(C)C	-4	10	18	-1	-10	1	-4.7	-14	1
CCCn1c(=O)cc(N)n(-c2ccc(OC(F)(F)F)cc2)c1=O	-1	7	-2	0	15	1	0.3	-9	6
O=C(Cc1ccccc1Cl)Nc1ccc(S(=O)(=O)N2CCOCC2)cc1	1	11	18	-3	16	1	-0.5	11	12
O=C1c2ccccc2C(=O)C1C1=Nc2ccccc2NC(c2ccccc2)C1 (centres undefined)	-4	17	18	0	-3	nt	3.0	11	-2
CCOC(=O)c1c(C(F)(F)F)cc(-c2ccc(F)cc2)nc1C	-2	17	2	1	-4	-1	0.8	5	7
CCc1nc2nc(C)cc(Nc3cccc(C(F)(F)F)c3)n2n1	1	16	4	0	11	-7	-1.8	0	3
CC(C)COc1ccc(C/C(N)=N/n2cnnc2)cc1	0	3	3	0	-1	-1	-1.9	0	14
Cn1c(=O)c2cnc(-c3ccc(C(F)(F)F)cc3)nc2n(C)c1=O	1	-4	1	2	-3	1	-1.5	0	-13
Cc1ccccc1-n1nc2c(c1NC(=O)C(C)C)CS(=O)(=O)C2	1	8	-25	5	11	-1	0.9	13	11
COC(=O)Nc1ccc(S(=O)(=O)N(C)C)cc1	-3	-3	-15	-2	7	0	1.9	-8	-15
O=C(NCCCO)C12CC3CC(CC(C3)C1)C2	-4	1	-5	-2	7	1	2.7	9	13
O=C(CC1SCCNC1=O)Nc1ccc(Cl)c(Cl)c1 (centres undefined)	-3	12	21	2	-2	-1	2.6	-2	-1
COc1ccc(N/N=C2/CCCCC2=O)cc1	-3	25	3	-2	18	0	4.0	15	11
O=C(Nc1ccc2c(c1)nc1n2CCOC1)c1ccccc1	1	10	-81	0	35	3	0.7	63*	44
O=C(CNC(=O)c1ccccc1F)N/N=C/c1cn[nH]c1-c1ccccc1	-2	17	-46	0	14	-3	-1.7	14	3
CCCCCn1c2c(c(=N)c3ccccc31)CCC2	-8	-9	60*	1	2	0	-0.4	-10	-12
Cc1c(Br)c(C(=O)N2CCc3ccccc32)nn1C	-3	12	-43	0	2	2	5.4	13	8

Bioassay records (PubChem BioAssay)
